# Polio RdRp inh – poliovirus RNA polymerase inhibition; P03300; poliovirus polymerase elongation, fluorescence polarization; active compounds read low; % elongation, % (compound at 16.7 µg/mL); 150,000 tested, 0.66% active; AID 588519; in the data active = % elongation below about 90%; also: some results filed as inactive read as strong as hits
# Target sequence (P03300 1749-2209 limits assumed): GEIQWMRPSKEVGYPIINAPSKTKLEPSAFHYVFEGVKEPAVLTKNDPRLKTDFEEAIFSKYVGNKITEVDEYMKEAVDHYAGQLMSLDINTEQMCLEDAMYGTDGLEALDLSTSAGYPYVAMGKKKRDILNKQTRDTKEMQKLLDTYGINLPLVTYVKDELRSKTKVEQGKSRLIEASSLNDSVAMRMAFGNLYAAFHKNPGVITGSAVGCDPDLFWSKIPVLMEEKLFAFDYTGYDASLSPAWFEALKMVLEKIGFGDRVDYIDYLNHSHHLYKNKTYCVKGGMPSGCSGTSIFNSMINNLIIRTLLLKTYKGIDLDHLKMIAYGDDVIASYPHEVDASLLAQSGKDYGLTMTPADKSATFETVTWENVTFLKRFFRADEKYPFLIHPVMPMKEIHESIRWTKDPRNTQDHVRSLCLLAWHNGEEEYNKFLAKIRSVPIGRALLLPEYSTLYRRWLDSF
# Polio RdRp inh FP z-score – recorded beside Polio RdRp inh, whose call it bears; z-score; measured here: FP z-score; hits read low
# Active calls of the source: *; & = joins results of further samples. The list is partial; the hit share may differ from the screen's.
SMILES,Polio RdRp inh,Polio RdRp inh FP z-score
CC(C)CC1=NC(C(F)(F)F)(C(F)(F)F)N=C(N2CCCCC2)O1,103.0,0.4
CCc1ccc(C(=O)/C=C/Nc2ccc(C)cc2O)cc1,103.0,0.6
COc1ccc(CNC(=O)NC(C)(C)C)cc1,102.0,-0.2
CCN(CC)CCOC(=O)C(c1ccccc1)C1CCCCC1 (configuration not stated),101.0&102.0,0.2&0.6
Cc1ccn2c(=O)cc(CNCC(c3ccc(F)cc3)N3CCOCC3)nc2c1 (configuration not stated),96.0,-0.8
O=C(NCC(c1ccc2c(c1)OCO2)N1CCOCC1)C(=O)Nc1cccc(Cl)c1 (configuration not stated),107.0,-0.1
O=C(COC(=O)C1CCCCC1)c1ccc(Cl)s1,99.0,-0.7
Cc1cccc(C2CC(=O)Oc3c2c(=O)oc2ccccc32)c1 (configuration not stated),98.0,-1
CC1CC(C)CN(S(=O)(=O)N2CCCC(C(=O)NCCN3CCOCC3)C2)C1 (configuration not stated),105.0,2.1
CCOC(=O)c1c(C2CCN(C(=O)OCC)CC2)nc2ccccn12,101.0,-0.1
O=C(Nc1ccccc1C(F)(F)F)N1CCC(CN2CCc3ccccc3C2)CC1,117.0,1.1
COc1cc(C2CC(=O)Nc3c2c(=O)n(C)c(=O)n3C)cc(OC)c1OC (configuration not stated),106.0,0.2
COc1ccccc1NC(=O)CC1C(=O)NC2CCCCC2N1C(=O)C(F)(F)F (configuration not stated),100.0,0
CN1CCN(S(=O)(=O)c2ccc3c(c2)oc(=O)c2cc(S(=O)(=O)N4CCN(C)CC4)ccc23)CC1,99.0,-0.4
Cc1ccc(-n2nc(C(=O)Nc3ccc(C)c(F)c3)c3c4ccccc4n(C)c3c2=O)cc1,104.0,-0.9
CCn1c(C(=O)N2CCCC(C(=O)NCCCOC)C2)cc2sccc21 (configuration not stated),101.0,-1.7
CC(C)(CO)C(O)C(=O)NC1CCCCC1 (configuration not stated),100.0,0.2
CCN(CC)C(=O)CS(=O)(=O)Cc1nc(-c2cccc(OC)c2)oc1C,98.0,-1.7
CS(=O)(=O)c1nnnn1-c1cccc2ccccc12,102.0,0
CCN1c2ccccc2-c2nc(SCC(=O)Nc3cc(C)c(Cl)cc3OC)ncc2S1(=O)=O,109.0,0.2
CCC1(C)NC(=O)N(/N=C/c2cc(C)n(-c3cccc(S(=O)(=O)N4CCOCC4)c3)c2C)C1=O (configuration not stated),102.0,0.1
CCC(=O)N1CCc2cc(S(=O)(=O)NCCC(=O)Nc3cccc(C)c3C)ccc21,106.0,0.4
CCc1ccccc1NC(=O)CCn1nc(C)c2c(C)n(-c3ccccc3)nc2c1=O,105.0,-0.6
Cc1ccc(-c2nc3ccc(Cl)cn3c2Nc2ccc3c(c2)OCCO3)o1,107.0,0.7
O=C(CN1C(=O)C2CCCCN2c2ccc(C(=O)N3CCCC3)cc21)NCc1ccccc1F (configuration not stated),106.0,-0.2

# Structures shown so far containing a Cl atom (four):
SMILES,Polio RdRp inh,Polio RdRp inh FP z-score
O=C(NCC(c1ccc2c(c1)OCO2)N1CCOCC1)C(=O)Nc1cccc(Cl)c1 (configuration not stated),107.0,-0.1
O=C(COC(=O)C1CCCCC1)c1ccc(Cl)s1,99.0,-0.7
CCN1c2ccccc2-c2nc(SCC(=O)Nc3cc(C)c(Cl)cc3OC)ncc2S1(=O)=O,109.0,0.2
Cc1ccc(-c2nc3ccc(Cl)cn3c2Nc2ccc3c(c2)OCCO3)o1,107.0,0.7

# An excerpt of these results, with values under each structure:
# Order of values: Polio RdRp inh	Polio RdRp inh FP z-score
Cc1ccn2c(=O)cc(CNCC(c3ccc(F)cc3)N3CCOCC3)nc2c1 (configuration not stated)
 : 96.0	-0.8
CCN(CC)C(=O)CS(=O)(=O)Cc1nc(-c2cccc(OC)c2)oc1C
 : 98.0	-1.7

# Next records
SMILES,Polio RdRp inh,Polio RdRp inh FP z-score
Nn1c(COc2ccccc2)nnc1SC(F)F,99.0,-0.2
O=C(O)[C@H](O)[C@@H](O)[C@H](O[C@@H]1O[C@H](CO)[C@H](O)[C@H](O)[C@H]1O)[C@H](O)CO,100.0,0.1
CC(=O)c1ccc(NC(=O)COc2ccccc2-c2nc(C(C)C)no2)cc1,110.0,0.5
COc1cccc2sc(NS(=O)(=O)CS(=O)(=O)Nc3nc4c(OC)cccc4s3)nc12,104.0,0.7
O=c1c2c(nc(NCCO)n1-c1ccccc1)-c1ccccc1CC21CCCCC1,98.0,-0.4
Cc1ccccc1CN(C)C(=O)[C@H](Cc1ccccc1)NC(=O)c1ccco1,104.0,0.2
Cc1csc2c(NC(C)C)ncnc12,100.0,-0.6
CN(C)c1ccc(NC(=O)CCCc2ccccc2)cc1,100.0,-0.2
COCCn1c(O)c(C=NCc2nc3ccccc3n2C)c(=O)[nH]c1=S,75.0,-2.7
Cc1[nH]n(-c2ccccc2)c(=O)c1C=NCc1ccncc1,103.0,0.1
COc1cccc(S(=O)(=O)NCC(=O)N2CCCCC2C)c1 (configuration not stated),99.0,-0.3
Cc1cccc(NC(=O)CSc2nnc3[nH]c(=O)cc(-c4ccccc4)n23)c1C,106.0,-0.2
O=C(O)C1CCN(S(=O)(=O)c2ccc(C(F)(F)F)cc2)CC1,104.0,1.4
O=C(O)CCC/C=C\C[C@@H]1[C@@H](/C=C/[C@@H](O)COc2cccc(C(F)(F)F)c2)[C@H](O)C[C@@H]1O,100.0&98.0,-0.2&-0.4
COc1ccc(C)cc1NC(=O)CSc1ccc(-c2ccccn2)nn1,81.0*,-3.2*
FC(F)(F)CNCc1ccccc1,102.0,0
COc1ccc(C2NCCS2)cc1 (configuration not stated),103.0,0.4
Cc1ccc2oc(-c3ccc(NC(=O)C(F)(F)F)cc3)nc2c1,102.0,0.1
CCN1CCN(c2ccc(N=Cc3cccc(C)c3O)cc2)CC1,101.0,-0.4
CCC1CCCCN1C(=O)COc1ccc(F)cc1 (configuration not stated),102.0,0.2
CCCCNC(=O)c1nn(-c2ccc(CC)cc2)nc1CO,102.0,-0.8
CCn1cc(CCC(=O)NCc2ccc(F)cc2)c2ccccc21,110.0,0.7
Cn1cnnc1-c1cccc(NC(=O)Nc2cccc3ccccc23)c1,101.0,-0.4
NC(=O)C1CCN(C(=O)c2cnn(-c3ccccc3)c2-n2cccc2)CC1,104.0,0.7
O=C(O)CCNS(=O)(=O)c1ccccc1,98.0,-0.6
# Further compounds follow.
SMILES,Polio RdRp inh,Polio RdRp inh FP z-score
Cc1c(Cl)cccc1NC(=O)CSc1nc(=O)n(Cc2cccnc2)c2c1CCC2,109.0,0.6
CCC1CN(C(=O)Nc2cccc(C)c2)c2ccccc2S1 (configuration not stated),100.0,-0.4
O=C(Cc1ccccc1)Nc1cccc(-c2nc3ccccc3o2)c1,104.0,1.3
CCc1c(C)sc(NC(=O)c2cc(-c3ccccc3)on2)c1C#N,83.0*,-2.2*
Cc1cc(N2CCCCC2)nc(-c2ccc(Br)cc2)n1,103.0,-0.1
CCOC(=O)c1ccc(COC(=O)c2ccc(-c3nnc(-c4ccccc4)o3)cc2)o1,99.0,-1
COc1ccc(C=Nc2ccccc2Sc2c(C)n[nH]c2C)cc1,102.0,0.1
S=C(NC1CCCCC1)N1CCCCC1,103.0,-0.1
Cc1ccc(NC(=O)CN2C(=O)c3ccccc3Sc3ccc(C(=O)N4CCOCC4)cc32)cc1C,101.0,-0.8
C#CCn1c(C2CC(=O)N(C)C2)nc2ccccc21 (configuration not stated),104.0,0.8
CCc1ccc(N2C(=O)CC(C(=O)OC)=C2C)cc1,101.0,0.1
CCOC(=O)C(N)Cc1c[nH]c2ccccc12 (configuration not stated),100.0,-0.3
O=C(NCCn1ccc2ccccc21)c1ccc(F)cc1,99.0,-0.5
O=c1cc(COc2ccccc2Cl)nc2scc(-c3ccccc3)n12,112.0,1.1
COc1nc(Nc2ccc(C)cc2)nc(NC2CCCC2)n1,101.0,-0.2
O=C(COC(=O)c1ccccc1C(=O)c1ccc(Cl)cc1)Nc1ccccc1,102.0,-0.2
COc1ccc(C2C3CCc4ccccc4C3=NN2C(=O)CN2CCOCC2)cc1 (configuration not stated),101.0,0
COc1cc(C(=O)Nc2ccc3nc4n(c(=O)c3c2)CCCCC4)cc(OC)c1OC,109.0,0.7
COCCn1c(Cc2ccccc2)nnc1SCC(=O)c1ccc(O)cc1O,99.0,-0.2
Cc1ccc(Cn2c(CNC(=O)Cc3cccc([N+](=O)[O-])c3)nc3cccnc32)cc1,98.0,-2.1
CC12CN3CC(C)(CN(C1)C3C1CCCCC1)C2=O (configuration not stated),104.0,0.6
Fc1ccc(CN(C(=S)Nc2ccccc2F)C2CCCCC2)cc1,101.0,-0.4
Cc1ccnc(N2CCCC(C(=O)NCCCc3ccccc3)C2)n1 (configuration not stated),101.0,-0.5
Cc1ccc(S(=O)(=O)NC(=O)NC2CCCCC2NC(=O)NS(=O)(=O)c2ccc(C)cc2)cc1 (configuration not stated),96.0,-0.6
CCC(=O)N1N=C2CCCCC2C1(O)C(F)(F)F (configuration not stated),100.0,-0.5

# Rewritten with two lines to a compound: four of the compounds above
# Values run as follows: Polio RdRp inh	Polio RdRp inh FP z-score
CCOC(=O)c1ccc(COC(=O)c2ccc(-c3nnc(-c4ccccc4)o3)cc2)o1
 : 99.0	-1
COc1ccc(C=Nc2ccccc2Sc2c(C)n[nH]c2C)cc1
 : 102.0	0.1
S=C(NC1CCCCC1)N1CCCCC1
 : 103.0	-0.1
Cc1ccc(NC(=O)CN2C(=O)c3ccccc3Sc3ccc(C(=O)N4CCOCC4)cc32)cc1C
 : 101.0	-0.8

# Other compounds.
SMILES,Polio RdRp inh,Polio RdRp inh FP z-score
Clc1cccc(-n2ncc3c(NC4CCCCC4)ncnc32)c1,113.0,1
COc1ccccc1C(=O)NC(=O)Nc1ccc(-c2cc(C(F)(F)F)nn2-c2ccccc2)cc1,98.0,-0.9
CC1=Nc2cc(C(=O)NC3CCCC3)ccc2Sc2ccc(C)cc21,112.0,0.1
CC(CCc1ccccc1)NC(=O)c1ccc(=O)[nH]c1 (configuration not stated),99.0,-0.5
CCCn1c(=O)c(CCc2ccccc2)nc2c1c(=O)[nH]c(=O)n2Cc1ccccc1,110.0,0.8
O=C(CSc1nnc(-c2cccc(S(=O)(=O)N3CCOCC3)c2)o1)Nc1ncc(C(F)(F)F)cc1Cl,103.0,0.2
COc1ccc(Oc2cc(F)nc(N)n2)cc1,104.0,1.7
N#C/C(=C(/O)CN1CCCN(c2ccc(C(F)(F)F)cn2)CC1)c1nc2ccccc2[nH]1,104.0,0
CN1CCN(C(=O)Cn2ncc3c4ccccc4n(C)c3c2=O)CC1,100.0,-0.5
COc1cccc(-c2cn3c(n2)sc2cc(C(=O)NCCc4ccccc4)ccc23)c1,107.0,0.3
O=S(=O)(c1cccc2cccnc12)N(CCc1ccccc1)Cc1ccccc1,101.0,-0.3
Cc1nc(-c2ccc(Cl)cc2)sc1CCNC(=O)C(=O)Nc1ccc2c(c1)OCO2,111.0,1.2
O=C(CCN1C(=O)c2ccccc2C1=O)Nc1ccc(S(=O)(=O)Nc2nccs2)cc1,104.0,0.8
CC(C)CC(NC(=O)C1CCCCC1)C(=O)NCc1ccccn1 (configuration not stated),103.0,0.5
CN(C)c1ccc(/C=C2/C(=O)ON=C2c2ccccc2)cc1,102.0,0.1
CC1CN(C(=O)c2cc3c(s2)CCC3)CC(C)O1 (configuration not stated),102.0,0.2
CC(=O)N1CCN(c2nc(N)c3c(N)nc4c(c3c2C#N)CC(=O)N4C)CC1,18.0*,-5.3*
COc1ccc(NC(=O)CNc2cccc3c2CCCC3)cc1,103.0,0.5
O=C(O)C1CCC(c2ccc(-c3ccccc3)cc2)CC1 (configuration not stated),102.0,0.2
Cc1cc(C)c(C)c(S(=O)(=O)N2CCN(C(=O)c3ccco3)CC2)c1C,101.0,-0.1
Cc1ccccc1-n1c(C)[n+](C)c2ccccc21,102.0,-0.3
Nc1[nH]c(=O)[nH]c(=O)c1N=Nc1ccccc1Cl,103.0,0.2
CCc1cccc(C)c1NC(=O)CN1CCN(Cc2ccccc2Cl)S1(=O)=O,101.0,-0.8
O=C(CSc1nnc(COc2ccccc2)o1)Nc1ccccc1,99.0,-0.5
Cc1ccc(C(=O)NCc2ccc3[nH]c4c(c3c2)CCCC4)cc1C,102.0,0.2

# One compound at a time (already shown):
# Shown for `COc1ccc(NC(=O)CNc2cccc3c2CCCC3)cc1` → Polio RdRp inh = 103.0; Polio RdRp inh FP z-score = 0.5
# Shown for `N#C/C(=C(/O)CN1CCCN(c2ccc(C(F)(F)F)cn2)CC1)c1nc2ccccc2[nH]1` → Polio RdRp inh = 104.0; Polio RdRp inh FP z-score = 0

# Following part
SMILES,Polio RdRp inh,Polio RdRp inh FP z-score
CC(=O)c1cccc(Nc2ncnc3c2cnn3C)c1,99.0,-1.3
COc1cc(OC)nc(/N=C/N(C)C)n1,102.0,-0.2
COC(=O)c1c(C)sc(-c2c(-c3ccc(F)cc3)[nH]c3[nH]c(=O)[nH]c(=O)c23)c1O,125.0,1.4
O=c1[nH]c2ccccc2n1CCOc1ccccc1,109.0,0.8
CCc1ccc(NC(=O)c2cccn(Cc3cccc([N+](=O)[O-])c3)c2=O)cc1,109.0,0.5
CNC(=O)CSc1nnc(-c2ccccc2F)n1C1CCCCC1,101.0,-0.3
Cc1c(NC(=O)c2cc(=O)c3ccccc3o2)c(=O)n(-c2ccccc2)n1C,111.0,0.7
COc1cc(/C=C/C(=O)O)ccc1Cc1ccc(C(=O)O)o1,97.0,-0.6
CC(=O)Nc1ccc(C)cc1-c1nc2ccccc2n(CC(=O)Nc2cc(Cl)ccc2C)c1=O,106.0,-0.1
Cn1cc(C=Nc2ccccc2)c2ccccc21,101.0,-0.1
O=C(O)CCN1C(=O)c2ccccc2Sc2ncccc21,102.0,0.6
COc1cc(-c2nc3cnccn3c2Nc2ccc(C(C)C)cc2)ccc1O,104.0,-0.5
CCN(CC)S(=O)(=O)c1ccc(NC(=O)COC(=O)Cc2cccs2)cc1,103.0,0.1
CCC(Sc1c[nH]c2ccccc12)C(=O)O (configuration not stated),99.0,-0.8
Cc1oc2c(c1C(=O)NCCc1ccccc1)C(=O)c1ccccc1C2=O,105.0,0.5
O=C(CN1CCC(n2nnc3cc(C(F)(F)F)ccc32)CC1)N1CCc2ccccc21,107.0,1.9
N#Cc1ccc(COC(=O)CC2CCCC2)cc1,107.0,0.6
O=C(Cn1nc(-c2ccccc2)ccc1=O)NCC1COCCO1 (configuration not stated),101.0,-0.5

# From PubChem BioAssay
